MazEF act: increases E. coli MazEF RNase cleavage of RNA; P0AE70; FAM/BHQ RNA-DNA oligo cleavage fluorescence, 5 h; activation, % at 20 µM; 350,000 compounds, 0.32% hits; AID 504720; in the data active means activation above about 50%
Target sequence (P0AE70 whole entry, looked up): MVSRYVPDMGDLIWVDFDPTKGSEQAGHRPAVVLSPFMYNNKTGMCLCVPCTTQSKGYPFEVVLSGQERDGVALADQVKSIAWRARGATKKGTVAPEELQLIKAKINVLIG
TcdB GH inh: inhibitors of Clostridioides difficile toxin B glycohydrolase; AID 652162; 350,000 compounds, 0.24% hits; inhibition, % at 9.99 µM; TcdB glycohydrolase enzymatic assay, plate reader; P18177; in the data active means inhibition above about 10%
Vc quorum ag: quorum light induction in luxS cqsA deficient V. cholerae; AID 588436; V. cholerae BH1578 lux reporter, luminescence, 6 h; 350,000 compounds, 0.16% hits; activation, % at 18.7 µM; in the data active means activation mostly above about 9.7%, no sharp cut-off; further: not every result past the cut was called active; inactives centre near 0; reference of the scale not given here
3CLpro inhibitor: SARS-CoV 3CLpro protease inhibition | inhibition, % at 6 µM | 290,000 compounds, 0.14% hits | P0C6X7 | AID 1706 | recombinant SARS-CoV 3CLpro, quenched FRET peptide cleavage; in the data active means inhibition above about 12%
Yp Topo-I inh: Y. pestis Topo-I inhibition via cleavage products | Y. pestis Topo-I cleavage product accumulation, plate reader | activity, % at 10 µM | 360,000 compounds, 0.064% hits; in the data active means activity above about 50%, passing the limit was not always enough; further: inactives centre near 2
CCHF vOTU inh: blocks the CCHF virus ovarian tumor domain protease. 370,000 compounds, 0.55% hits. AID 651958. CCHFV vOTU protease, Pep-AMC fluorescence. inhibition, % at 11.5 µM; in the data active means inhibition above about 30%; further: 0% = vehicle wells with enzyme and 100% = no enzyme wells
PrPC surface inh: cell surface PrPC inhibition, primary TR-FRET screen; 370,000 compounds, 0.43% hits; P04156; TR-FRET read-out; inhibition, % at 13.8 µM; in the data active means inhibition above about 24%; further: 0% = median of the test wells and 100% = reference compound wells
SSB-PriA inh: blocks PriA binding to SSB C-terminal tail | AlphaScreen SSBct-PriA binding, biotinylated peptide | inhibition, % at 33 µM | 430,000 compounds, 0.6% hits | AID 1272365; in the data active means inhibition mostly above about 37%, no sharp cut-off; inactive means mostly below about 20%;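 further: plate controls were negative control peptide for no effect and reference peptide for full effect; strong numbers were not always called active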
DUSP3 inh: inhibitors of human VHR1 phosphatase (DUSP3); P51452; 290,000 compounds, 0.52% hits; inhibition, % at 13.3 µM; recombinant VHR phosphatase, pNPP absorbance; in the data active means inhibition above about 50%; further: some compounds called inactive have numbers as strong as hits
Target sequence (P51452 whole entry, looked up): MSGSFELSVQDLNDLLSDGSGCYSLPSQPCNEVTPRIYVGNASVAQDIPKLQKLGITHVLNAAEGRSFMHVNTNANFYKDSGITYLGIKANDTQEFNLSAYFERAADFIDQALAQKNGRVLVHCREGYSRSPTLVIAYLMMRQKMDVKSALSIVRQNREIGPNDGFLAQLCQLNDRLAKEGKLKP
Rv3671c protease: inhibits the M. tuberculosis serine protease Rv3671c; P9WHR9; inhibition, % at 5.96 µM; 320,000 compounds, 0.048% hits; in the data active means inhibition above about 38%;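 further: extracellular domain of Rv3671c used as enzyme; 0% = enzyme with DMSO and 100% = no enzyme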
Target sequence (P9WHR9 whole entry, looked up, the tested form may be a part): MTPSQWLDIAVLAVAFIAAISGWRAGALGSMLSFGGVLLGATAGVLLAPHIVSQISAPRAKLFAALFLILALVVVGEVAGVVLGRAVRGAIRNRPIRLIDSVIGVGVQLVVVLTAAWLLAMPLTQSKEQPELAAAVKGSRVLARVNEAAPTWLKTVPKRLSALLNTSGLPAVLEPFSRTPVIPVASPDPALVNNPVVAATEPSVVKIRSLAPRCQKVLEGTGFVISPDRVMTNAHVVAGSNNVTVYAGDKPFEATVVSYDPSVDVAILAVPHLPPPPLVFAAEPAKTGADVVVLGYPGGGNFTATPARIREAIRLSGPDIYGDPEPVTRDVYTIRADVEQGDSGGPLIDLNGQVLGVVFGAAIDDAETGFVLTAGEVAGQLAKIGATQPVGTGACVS
* marks the source's active call; other numbers are inactive results; i = inactive; x = no result given; & = joins results of further samples. Only part of the results is shown; rates above refer to the full screens.

Preview, 2 compounds:
Below each compound – MazEF act	TcdB GH inh	Vc quorum ag	3CLpro inhibitor	Yp Topo-I inh	CCHF vOTU inh	PrPC surface inh	SSB-PriA inh	DUSP3 inh	Rv3671c protease
- CC(=O)NCCC(=O)Nc1cc(S(=O)(=O)N2CCOCC2)ccc1Oc1ccc(F)cc1
→ 4	-0.2	i	x	-14	-9	-1	-10	x	4
- COc1ccc(/C=C2\SC(=S)N(CC(=O)NNC(=O)c3ccncc3)C2=O)cc1
→ 33	1.1	0.2	5	1	-8	0	3	20	-7

Results, previewed entries included:
Below each compound – MazEF act	TcdB GH inh	Vc quorum ag	3CLpro inhibitor	Yp Topo-I inh	CCHF vOTU inh	PrPC surface inh	SSB-PriA inh	DUSP3 inh	Rv3671c protease
- CC(=O)NCCC(=O)Nc1cc(S(=O)(=O)N2CCOCC2)ccc1Oc1ccc(F)cc1
→ 4	-0.2	i	x	-14	-9	-1	-10	x	4
- COc1ccc(/C=C2\SC(=S)N(CC(=O)NNC(=O)c3ccncc3)C2=O)cc1
→ 33	1.1	0.2	5	1	-8	0	3	20	-7
- COc1cccc(N(C(=O)C2COc3ccccc3O2)C(C(=O)NC2CCCCC2)c2ccc(O)cc2)c1 (configuration not stated)
→ x	-0.5	x	6	x	-13	2	x	3	-11
- COc1ccccc1NC(=O)C1CCCN(S(=O)(=O)c2c(C)noc2C)C1 (configuration not stated)
→ 5	2.2	i	-3	-9	3	-2	-6	34	-8
- O=C(NC(=Nc1nc2ccccc2o1)NC(=O)c1ccccc1)c1ccccc1
→ -5	x	i	5	3	-13	-2	-8	-17	-12
- CCN1CCc2c(sc(NC(=O)Cc3ccccc3)c2C(N)=O)C1
→ 10	1.1	-0.6	1	-5	4	-13	1	33	8
- COc1cc(CNc2ccc(NC(C)=O)cc2)ccc1OCc1ccccc1C
→ -3	1.9	i	2	4	-2	2	18	36	1
- CCn1c(=O)n(CC(=O)NCc2ccccc2OC)c(=O)c2ccccc21
→ 9	x	i	-3	6	6	6	-5	-10	4
- Cc1ccnc(SCC(=O)N2CCc3ccccc3C2)n1
→ -2	0.9	-0.8	6	13	-3	2	-9	1	-11
- COCCNC(=O)c1cn(CCOC)c(=O)c2c1c1ccccc1n2C
→ 0	0.1	-0.1	3	3	-16	-3	-2	-22	-3
- Cc1ccn2cc(CSc3ccccc3)nc2c1
→ 4	x	-0.2	-1	11	3	-4	-13	5	-6
- Cc1nc(S/C(C(=O)O)=C2/C(=O)Nc3ccccc32)n[nH]1
→ 7	0.1	i	6	7	5	-13	-10	-16	2
- CC1CCN(C(=O)c2scc3c2OCCO3)CC1
→ -1	x	i	3	8	25	1	-8	21	7
- COc1cc(C(=O)NCCC(=O)NCCc2ccc(Cl)cc2)cc(OC)c1OC
→ 7	x	-0.2	3	6	-10	0	7	0	-10
- O=C(CN1CCN(Cc2ccc(Cl)cc2)CC1)N/N=C/c1ccccc1F
→ -1	-2.7	-0.2	1	3	-2	2	i	13	4
- COc1ccc(CNC(=O)CN2C(=O)c3ccccc3S2(=O)=O)cc1
→ 3	0.9	-0.8	x	-5	-3	-5	-10	x	x
- CCN(CC)C(=O)[C@H]1C[C@H](CC(=O)NCCN2CCOCC2)C(=O)N2CCc3c([nH]c4cc(CCC(=O)N(C)C)ccc34)[C@]12C
→ 7	0.5	i	x	-15	-1	0	-11	x	x
- S=C1NC(c2ccccc2)=NCN1c1ccc(Cl)cc1
→ 6	x	i	-3	15	-2	0	6	12	-5
- NS(=O)(=O)c1cccc(NC(=O)COC(=O)/C(=C/c2cccs2)c2cccs2)c1
→ -2	x	-5.9	5	-4	6	-4	29	-10	-24
- COc1ccccc1NC(=O)CSc1nnnn1-c1ccccc1OC
→ 5	0.2	2.3	1	17	-11	7	-3	-18	-13
- Cc1cccc(/C=C2/Sc3ccc(C(=O)N4CCOCC4)cc3NC2=O)c1
→ 6	-0.8	-0.2	5	-4	7	1	4	-25	-22
- COc1cc(NS(=O)(=O)c2ccc(NC(C)=O)cc2)cc(OC)c1
→ 0	x	i	2	0	1	8	2	-1	-5
- COc1ccccc1N(Cc1cc(=O)[nH]c2ccccc12)C(=O)c1cccc([N+](=O)[O-])c1
→ 3	1.9	i	4	13	-4	-2	-1	8	8
- Cc1cccc(-c2ccc3[nH]c4c(c3c2)CCN2C[C@@H]([C@H](C)O)[C@@H](N(C)C(=O)NC3CCCCC3)C[C@@H]42)c1
→ -1	-3.7	0.3	x	9	10	-6	x	x	x
- CC(=O)NNc1cc(=O)c2c(=O)n(C)c(=O)n(C)c2[nH]1
→ 25	x	i	0	-5	15	5	-36	36	3
- O=C(CN1C(=O)NC2(CCCCCCC2)C1=O)N1CCc2ccccc2C1
→ 5	x	x	-6	16	5	7	-17	26	-3
- O=C(C(=O)N1CCCc2ccccc21)N1CCCc2ccccc21
→ 4	1.8	i	3	7	5	-1	6	-4	-4
- Cc1cc(Br)cc2c(C(=O)Nc3c(C)n(C)n(-c4ccccc4)c3=O)cc(-c3cccs3)nc12
→ -18	x	-1.1	-1	11	-11	-2	3	10	-39
- CNC(=S)NCCc1c[nH]c2ccc(OC)cc12
→ 14	0.9	i	2	-2	-5	8	-2	11	6
- Cc1ncc(CO)c(/C=N/NC(=S)Nc2ccc(C(C)C)cc2)c1O
→ -6	0.1	i	1	12	-7	-3	x	15	24
- O=C(N/C=C\n1cnc2cc(C(F)(F)F)ccc21)c1ccc([N+](=O)[O-])cc1
→ 11	1.0	i	2	8	-5	6	3	-8	7
- COc1ccc(-c2cc(-c3ccccc3)n3ncnc3n2)cc1
→ -10	x	i	5	11	-105	1	-14	18	3
- Fc1cc2[nH]c(=S)[nH]c2c(Br)c1N1CCSCC1
→ -1	0.1	i	-6	-1	4	2	-8	7	6
- N/C(=N\OC(=O)Oc1ccccc1)c1cccc([N+](=O)[O-])c1
→ 2	x	-3.4	-2	1	-15	-15	x	10	-8
- COc1cc(-c2nnc(COC(=O)CSCC(=O)Nc3cc(C)on3)o2)cc(OC)c1OC
→ 6	0.1	i	x	2	19	0	-5	x	-6
- O=C(CNC(=O)c1ccc(Br)cc1)OC1CCOC1=O (configuration not stated)
→ 8	-0.5	-0.8	x	4	-2	-4	x	x	x
- C[C@@H]1CN([C@@H](C)CO)C(=O)c2cc(C#Cc3cccc(F)c3)cnc2O[C@H]1CN(C)C(=O)C1CCCCC1
→ 9	2.2&-0.5&-1.1	-0.4	x	38	6	-3	x	x	x
- COc1ccc(OCc2cc(C(=O)NCC3CCCCO3)no2)c(Cl)c1 (configuration not stated)
→ 8	0.4	-0.9	0	11	-11	0	-10	-9	-6
- COc1ccc(NC(=S)N(CCN2CCOCC2)Cc2cc3cc4c(cc3[nH]c2=O)OCO4)cc1
→ x	1.0	x	2	x	-3	4	x	7	1
- CN(C)C(=O)c1ccc2c(c1[N+](=O)[O-])C(=O)c1ccccc1C2=O
→ 9	x	-0.4	-1	-9	19	-22	-1	-2	-10
- C(=C\n1nnc2ccccc21)/c1ccccn1
→ 5	0.8	-0.1	x	-8	8	-6	-9	x	-5
- CCCN1CCN(S(=O)(=O)c2ccc(-c3cc(C)no3)s2)CC1
→ 8	0.3	-0.9	-2	-1	5	-20	-1	4	-5
- Nc1ccc2c3c(ccc([N+](=O)[O-])c13)CC2
→ 14	2.4	i	x	-6	-12	-26	x	x	x
- O=C(O)c1ccc(OCC(F)(F)F)nc1
→ 3	0.7	-0.4	3	-5	-10	4	-6	-11	8
- OCC1(Cc2ccc(F)cc2)CCCN(Cc2ccc(F)cc2Cl)C1 (configuration not stated)
→ -19	0.3	-0.2	-1	21	5	0	-20	34	-5
- O=C(CCC(=O)NC1CCCCCC1)Nc1nnc(C(F)(F)F)s1
→ -11	x	i	-3	5	-11	-5	-10	39	0
- O=C(Nc1ccn(-c2ccccc2)n1)c1ccccc1Br
→ -4	3.0	i	3	1	-1	2	-5	23	-6
- COc1cccc(CC2CC(=O)N(CCc3ccc4c(c3)OCO4)C2=O)c1 (configuration not stated)
→ -3	x	3.6	-1	34	17	18	-24	6	2
- COc1ccc2c(c1)C(=NO)c1cc(OC)ccc1-2
→ 11	x	i	4	1	12	-17	-5	20	-24
- Cc1cc(/C=N/O)c(C)n1-c1ccccc1
→ 4	1.0	0.0	0	-1	6	-7	x	-2	1
- CN(C(=O)c1ccc(NC(=O)Cc2cccc(NC(=O)C3CCN(C(=O)C4CCCCC4)CC3)c2)cc1)C1CC1
→ 9	0.5	-0.8	x	29	34*	-7	-11	x	x
- O=C(Nc1nccs1)c1ccccc1N=Cc1ccccc1
→ 2	x	-3.2	5	-3	-101	0	-54	16	1
- OC(c1ccccc1)C(O)c1ccccc1 (configuration not stated)
→ 3	0.9	i	x	-7	0	4	-7	x	7
- C=C(C)Cn1c(CCNC(=O)C(C)(C)C)nc2ccccc21
→ 0	x	i	1	-10	-12	-1	0	-10	-3
- Cc1nc2sc(C(c3ccco3)N3CCN(c4ccccc4)CC3)c(O)n2n1 (configuration not stated)
→ -7	4.1	0.2	0	5	8	-8	-5	1	0
- Cc1ccccc1NC(=O)NCCCCc1ccccc1
→ -28	0.8	i	-3	-1	14	-1	-10	6	-2
- Cc1c(OC(C)C(=O)NCc2ccccn2)ccc2c3c(c(=O)oc12)CCC3 (configuration not stated)
→ 13	-0.4	-0.1	-1	2	-7	-3	-17	2	6
- O=C(CNC(=O)c1cccs1)Nc1ccncc1
→ -3	1.4	i	x	0	17	0	-4	x	-7
- C/C(=N/Oc1nc(C)cc(C)n1)c1ccccc1
→ 5	x	-7.7	0	4	1	4	x	24	0
- CCOc1ccc(Br)cc1S(=O)(=O)Nc1ccc(N2CCOCC2)cc1
→ -2	-40	-0.2	3	17	6	6	12	31	2

(next part)
Below each compound – MazEF act	TcdB GH inh	Vc quorum ag	3CLpro inhibitor	Yp Topo-I inh	CCHF vOTU inh	PrPC surface inh	SSB-PriA inh	DUSP3 inh	Rv3671c protease
- Cc1ccc2[nH]c(-c3ccccc3)cc(=O)c2c1
→ 21	x	-0.3	0	-9	8	12	-14	8	5
- CC(C)c1nnc(NC(=O)CCC(=O)NC2CC2)s1
→ 7	0.7	-0.2	0	-5	9	2	-6	10	2
- CC(C)CC1NC(=O)c2ccccc2-n2c1nc1ccccc1c2=O (configuration not stated)
→ x	-8.5	x	x	x	7	12	x	x	0
- COc1ccc(N(C(=O)c2ccco2)C(C(=O)NC2CCCC2)c2ccc(N3CCOCC3)cc2)c(OC)c1 (configuration not stated)
→ 7	-1.2	-3.1	-2	17	4	-2	-2	41	-13
- O=C(Nc1nc(-c2ccc3c(c2)OCCO3)cs1)C1CCCC1
→ 4	1.6	-0.4	4	-5	-5	2	-5	9	-3
